Source: PubChem BioAssay (several laboratories)
KOR beta-arrestin-1: kappa opioid receptor activators – cell-based, luminescence, uHTS, primary screen (AID 1777). KOR beta-arrestin recruitment, luminescence; higher % means a stronger effect. activation, % at 10 µM, or EC50 in µM where a hit was titrated. hit rate 0.02% among 280,000; in the data active means activation above about 50%, passing the limit was not always enough; further: a part of the inactive calls stands beside numbers as strong as those of hits
NOD1 inhibition: NOD1 signaling inhibitors, primary screen, cell-based, luminescence, uHTS (AID 1578); one-dose inhibition, % at 4 µM; EC50 in µM for titrated hits; NOD1-driven NF-kB luciferase reporter cells, luminescence; higher % means a stronger effect; hit rate 1% among 290,000; in the data active means inhibition mostly above about 36%, no sharp cut-off; inactive means mostly below about 34%;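 further: HEK-293T reporter cells stimulated with the NOD1 agonist gamma-tri-DAP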
KOR beta-arrestin-2: kappa opioid receptor blockers – cell-based, luminescence, uHTS (AID 1778); KOR beta-arrestin recruitment, luminescence, antagonist mode; higher % means a stronger effect; one-dose inhibition, % at 10 µM; IC50 in µM for titrated hits; hit rate 0.091% among 290,000; further: strong numbers were not always called active
AID2073: disruptors of CaV2.2 binding to Mint1 – biochemical, HTRF (AID 2073). hit rate 0.19% among 290,000. inhibition, % at 20 µM, or IC50 in µM where a hit was titrated. HTRF protein-protein interaction, Mint1-CaV2.2; higher % means a stronger effect; in the data active means inhibition mostly above about 51%, no sharp cut-off; inconclusive means no clear call, values can overlap the other calls; inactive means mostly below about 53%; further: some results filed as inactive read as strong as hits
M1AAP inhibition: P. falciparum M1AAP inhibitors, biochemical, fluorogenic H-Leu-NHMec substrate, 1536-well (AID 1445); recombinant M1AAP, H-Leu-NHMec fluorogenic kinetic assay; higher % means a stronger effect; one-dose inhibition, % at 30 µM; IC50 in µM for titrated hits; hit rate 0.42% among 220,000;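 active means primary inhibition above the hit cutoff, then over 50% inhibition at one or more dose response concentrations, cut at about 23% in these data, passing the limit was not always enough; inconclusive means conflicting primary data, or primary hits not chosen for dose response; inactive means low primary inhibition, or under 50% at every dose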;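 further: plate controls were DMSO full reaction for no effect and no enzyme background for full effect; strong numbers were not always called active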
GPR55 beta-arrestin: selective activators of receptor GPR55 – imaging, U2OS cells, beta-arrestin-GFP redistribution, primary screen (AID 1961) | U2OS GPR55 beta-arrestin-GFP redistribution imaging; higher % means a stronger effect | one-dose activation, % at 10 µM; EC50 in µM for titrated hits | hit rate 0.048% among 290,000;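 active means activation above 40% with more than 50 cells counted in the well; inconclusive means wells holding fewer than 50 cells, flagged as toxic or sparse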;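 further: U2OS osteosarcoma cells stably expressing GPR55 and beta-arrestin-GFP; plate controls were DMSO negative control for no effect and LPI positive control for full effect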
M17LAP inhibition: P. falciparum M17LAP inhibitors, primary screen, biochemical, fluorogenic H-Leu-NHMec substrate, 1536-well (AID 1619); hit rate 0.38% among 220,000; inhibition, % at 30 µM; hits with a dose series show IC50 in µM; recombinant M17LAP, H-Leu-NHMec fluorogenic kinetic assay; higher % means a stronger effect;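 active means compound inhibiting the enzyme by more than half at any dose during confirmatory dose-response retesting; inconclusive means strong single-dose inhibitors picked by rank but not retested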;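 further: plate controls were full reaction with DMSO carrier for no effect and no enzyme background for full effect; strong numbers were not always called active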
Dynein cargo inh: blocks dynein driven cargo transport along microtubules. z-score, hits read low. hit rate 0.47% among 220,000. AID 1381. 3617.4 mouse cells, GR-EGFP nuclear translocation imaging; test concentration mostly 20 µM; stimulated with dexamethasone, 1 µM; active compounds read low;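 active means plate z-score of nuclear minus cytoplasmic receptor signal below a set negative limit, without overly bright fluorescence or cell loss, cut at about -3.5 in these data, passing the limit was not always enough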;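 further: z-score of nuclear minus cytoplasmic ring GR-EGFP intensity difference per well; some compounds called inactive have numbers as strong as hits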
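Buffer or medium: tet-free, stripped-serum medium; Also added: dexamethasone, 1.0 µM final; Technique: high-content fluorescence imaging after fixation; Times: 48 h induction, 1 h compound, 30 min dex at 37 °C; Read-out: per-cell GR-EGFP intensity, nucleus versus surrounding cytoplasmic ring, well-averaged.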
HEK293 NOD2/NF-kB: NOD2 signaling inhibitors, cell-based, luminescence, uHTS, HEK293 (AID 1566) | HEK293 NOD2/NF-kB luciferase reporter, luminescence; higher % means a stronger effect | one-dose inhibition, % at 4 µM; EC50 in µM for titrated hits | hit rate 0.63% among 290,000; further: many of its hits are not listed in these tables
Dynein cargo inh cytoplasmic EGFP: further read-out of Dynein cargo inh, marked with its call; z-score; measured here: cytoplasmic GR-EGFP intensity; active compounds read high
Dynein cargo inh nuclear GR-EGFP: recorded beside Dynein cargo inh, whose call it bears; z-score; measured here: nuclear GR-EGFP intensity;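 lower value marks the stronger effect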
Dynein cargo inh cell count: second read-out of Dynein cargo inh, no call of its own (marks repeat the call); z-score; measured here: cell count per field
Starred values were filed as active, the others as inactive; u = inconclusive; x = no result given; [ ] = remark or other dose. Unless noted, no stated cut-off is given here; in the data, active means inhibition above about 50%; inactive means the rest. A portion of the library; rates above refer to the full screens.

Fields: KOR beta-arrestin-1 | NOD1 inhibition | KOR beta-arrestin-2 | AID2073 | M1AAP inhibition | GPR55 beta-arrestin | M17LAP inhibition | Dynein cargo inh | Dynein cargo inh cytoplasmic EGFP | Dynein cargo inh nuclear GR-EGFP | Dynein cargo inh cell count | HEK293 NOD2/NF-kB
1) O=C(CN1CCC(O)(c2ccc3c(c2)OCO3)CC1)N1CCOCC1
  -0.7% | -12% | -16% | 5% | 14% | -0.1% | -11% | -0.29 | -0.19 | -0.21 | -0.23 | -5%
2) CCCNc1c(NS(=O)(=O)c2ccc(Br)cc2)c(=O)oc2ccccc12
  19% | x | 0% | 11% | x | 0.6% | x | x | x | x | x | x
3) C/C(=N\NC(=O)c1c(Br)c(C)nn1C)c1cccc(NC(=O)c2ccccc2F)c1
  7.9% | 43% | -34% | -8% | 0% | 0.5% | 7% | 0.72 | -0.21 | 0.14 | -1.1 | -2%
4) CC(=O)N1CCN(c2ccc(N=Cc3c(O)n(Cc4ccccc4)c(=O)[nH]c3=O)cc2)CC1
  -6.6% | -12% | 9% | 17% | 11% | 0.3% | 5% | 1.8 | -0.14 | 1.7 | -2 | 19%
5) Cc1nc2ccccc2n1Cc1ccccc1
  2.0% | 30% | -28%[20 µM] | -4% | x | -0.1% | x | x | x | x | x | 32%
6) COc1cccc(CNc2ccccn2)c1O
  -1.5% | -32% | -47%[20 µM] | 2% | x | 0.0% | x | x | x | x | x | 1%
7) CCN(C(=O)COC(=O)/C=C/c1cnc2ccccc2n1)c1ccccc1
  -1.8% | -23% | 9% | 9% | 15% | -0.5% | 21% | -0.29 | -0.21 | -0.29 | -0.2 | 6%
8) O=C(Nc1ccc(-c2ccccc2)cc1)c1ccco1
  -2.3% | -31% | -18% | 16% | 9% | 0.8% | 6% | -0.55 | -0.21 | -0.28 | -0.095 | 1%
9) Cc1nc(CNS(=O)(=O)c2cccs2)cs1
  -4.5% | -24% | -5% | -2% | 3% | 0.0% | -7% | -0.34 | 2.1 | 0.21 | 12 | 18%
10) O=C(CC(SCc1ccco1)c1ccc(O)cc1)c1cccs1 (stereo not drawn)
  -7.5% | -19% | -22% | 9% | 5% | -0.3% | 6% | 2.5 | -0.11 | 1.2 | -1.7 | 1%
11) CCC1CN(C)C2Cc3c([nH]c4ccccc34)C(=O)CC1C2C(=O)OC (stereo not drawn)
  1.6% | -10% | 13% | u | 10% | -0.1% | 13% | -1.5 | -0.74 | -0.64 | 0.46 | 8%
12) COC(=O)c1sc(S(=O)(=O)NCCCN(C)C)c(C(=O)OC)c1C
  -2.8% | -18% | 10% | 14% | 10% | 0.2% | 8% | -0.32 | -0.29 | -0.25 | 0.46 | 8%
13) CN(c1ccccc1)S(=O)(=O)c1ccc(C(=O)NCc2ccccn2)cc1
  -2.9% | -5% | -4% | -6% | 2% | 0.1% | -5% | -0.58 | 0.1 | 0.079 | -0.74 | 1%
14) Cc1ccc(OCCOCCOc2ccc(Br)cc2/C=N\NC(=O)c2ccncc2)cc1
  -1.7% | -22% | 38% | 3% | 12% | -0.2% | 1% | -0.42 | -0.079 | -0.16 | 0.16 | -8%
15) O=C(NCc1ccccc1Cl)c1cnccc1C(F)(F)F
  -3.1% | -13% | 4% | 4% | 1% | -0.4% | -1% | 0.65 | -0.1 | 0.13 | 0.1 | 15%
16) Cc1nn(CC(=O)NCc2ccccc2F)c(C)c1[N+](=O)[O-]
  -3.8% | -49% | -2% | 3% | 4% | 0.1% | 10% | -0.71 | -0.092 | -0.22 | 0.13 | -5%
17) CCc1ccc(C(=O)NNC(=O)CCC2CCCCC2)cc1
  1.3% | 2% | -10% | 1% | x | -0.3% | x | x | x | x | x | 1%
18) CCCC/C(C)=N/NC(=O)CN(c1ccc(Br)cc1)S(=O)(=O)c1ccccc1
  -0.1% | -16% | 2% | 6% | 1% | -0.1% | -5% | -0.59 | -0.24 | -0.19 | 0.69 | -4%
19) Cc1cc(=O)n(CC(=O)O)c2ccccc12
  x | -11% | 0% | 3% | 1% | -0.2% | 13% | 0.12 | 0.00029 | 0.031 | -0.37 | 9%
20) CCOc1ccc(S(=O)(=O)NNC(=O)c2cc3ccccc3o2)cc1
  1.1% | -16% | 7% | -3% | 9% | 0.3% | -11% | -0.11 | -0.27 | -0.27 | 0.55 | 24%
21) Cn1c(Cn2nnc(-c3ccccc3)n2)nnc1SCc1ccccc1Cl
  4.1% | 5% | -46% | 10% | 1% | 0.0% | -4% | -0.31 | -0.35 | -0.041 | 0.62 | -6%
22) Cc1ccc(S(=O)(=O)CCN2CCC(O)(c3ccccc3)CC2)cc1
  -1.5% | 7% | 9% | 26% | x | 0.0% | x | x | x | x | x | 6%
23) CCOCCCNc1nc(C(F)(F)F)nc2c1nnn2Cc1ccccc1Cl
  -2.3% | -7% | 14% | -1% | x | -0.1% | x | x | x | x | x | 22%
24) Cc1cccnc1NC(=O)C(C)Oc1ccccc1 (stereo not drawn)
  -0.8% | 6% | -17% | 0% | 4% | -0.2% | -6% | -0.38 | -0.14 | -0.19 | -0.12 | 9%
25) COc1c(F)c(F)c(C(=O)Nc2ccc(NC(=O)c3ccco3)cc2)c(F)c1F
  -2.2% | -40% | 19% | 6% | 3% | 0.0% | 0% | -0.061 | -0.32 | -0.098 | 2.2 | -5%
26) CC(C)(C)c1nnc2sc(SCC(=O)c3ccc4c(c3)OCCO4)nn2c1=O
  -19% | 10% | -18% | 4% | -2% | 0.2% | -6% | -0.94 | 0.086 | -0.61 | 0.046 | -5%
27) Cc1ccc(NC2=C(Cl)C(=O)OC2OC(=O)c2ccco2)cc1 (stereo not drawn)
  -4.1% | -12% | -19% | -4% | 4% | -0.1% | 18% | -1.5 | -0.18 | -0.72 | 0.18 | 8%
28) Cc1cc(NCc2ccccc2)nc(-c2ccccc2O)n1
  1.5% | -42% | -11% | 7% | 6% | -0.2% | 2% | -1.6 | -0.24 | -0.49 | 1.4 | -9%
29) Cc1nc2ccccn2c1C(=O)N=Nc1c(O)[nH]c2ccccc12
  2.6% | 12% | -25% | 14% | 10% | -0.2% | 1% | 0.24 | -0.26 | 0.17 | 0.42 | -17%
30) O=C(NCCOc1ccc(F)cc1)C1CCC(=O)N(CCc2ccccn2)C1 (stereo not drawn)
  -1.4% | -7% | 1% | 1% | x | 0.3% | x | x | x | x | x | 12%

31: N#Cc1ccsc1NC(=O)c1ccc(Cl)c([N+](=O)[O-])c1
32: O=C(NCc1cccs1)C1CCCN1C(=O)Nc1ccc(Cl)cc1 (stereo not drawn)
33: Cc1ccc2nc(NC(=O)COC(=O)c3ccco3)sc2c1
34: N#Cc1c(N2CCCCC2)nc(N)c2c(N)nc(SCC(=O)O)cc12
35: Cc1ccc(-c2cc(-c3ccccc3O)nc(N/N=C/c3cccnc3)n2)cc1
36: Cc1nnc(C)n1/N=C/c1cccn1C
assay / entry	31	32	33	34	35	36
KOR beta-arrestin-1	5.9%	-0.8%	-2.3%	16%	5.0%	0.5%
NOD1 inhibition	20%	-24%	-26%	-10%	-1%	-14%
KOR beta-arrestin-2	-37%	-9%	40%	-126%	-23%	4%
AID2073	3%	-3%	-18%	-9%	46%	7%
M1AAP inhibition	-3%	2%	7%	u	0%	-1%
GPR55 beta-arrestin	-0.1%	-0.2%	0.2%	-0.2%	-0.1%	-0.4%
M17LAP inhibition	7%	9%	-2%	24%	2%	-3%
Dynein cargo inh	-0.44	0.46	0.086	-0.84	0.18	2.5
Dynein cargo inh cytoplasmic EGFP	0.03	-0.36	0.76	-0.14	-0.17	0.016
Dynein cargo inh nuclear GR-EGFP	-0.4	0.49	0.076	-0.55	0.65	1.2
Dynein cargo inh cell count	1.3	0.63	-0.074	0.23	0.38	-1.8
HEK293 NOD2/NF-kB	-25%	15%	-32%	12%	-31%	17%

In the list so far, two have a nitro group on carbon.
16: Cc1nn(CC(=O)NCc2ccccc2F)c(C)c1[N+](=O)[O-]
31: N#Cc1ccsc1NC(=O)c1ccc(Cl)c([N+](=O)[O-])c1
assay / entry	16	31
KOR beta-arrestin-1	-3.8%	5.9%
NOD1 inhibition	-49%	20%
KOR beta-arrestin-2	-2%	-37%
AID2073	3%	3%
M1AAP inhibition	4%	-3%
GPR55 beta-arrestin	0.1%	-0.1%
M17LAP inhibition	10%	7%
Dynein cargo inh	-0.71	-0.44
Dynein cargo inh cytoplasmic EGFP	-0.092	0.03
Dynein cargo inh nuclear GR-EGFP	-0.22	-0.4
Dynein cargo inh cell count	0.13	1.3
HEK293 NOD2/NF-kB	-5%	-25%

Additional entries.
37: CCn1cc(CCC(=O)NCc2cccc(OC)c2OC)c2ccccc21
38: CCN(Cc1ccccc1)S(=O)(=O)c1cc(C(=O)NC2CCCCCC2)ccc1OC
39: COc1ccccc1N1CCN(C2CCC(C)CC2)CC1 (stereo not drawn)
40: C[C@H]1CC[C@H]2C(=O)N3[C@H](c4cccc(N5CCCC5=O)c4)[C@@H](C)CC[C@H]3C(=O)N2[C@@H]1c1cccc(N2CCCC2=O)c1
assay / entry	37	38	39	40
KOR beta-arrestin-1	0.3%	7.8%	1.3%	2.8%
NOD1 inhibition	-8%	-5%	-7%	39%
KOR beta-arrestin-2	-18%	-47%	-2%	-15%
AID2073	7%	7%	27%	-4%
M1AAP inhibition	x	3%	x	2%
GPR55 beta-arrestin	-0.1%	0.5%	-0.1%	-0.1%
M17LAP inhibition	x	5%	x	-4%
Dynein cargo inh	x	0.91	x	0.045
Dynein cargo inh cytoplasmic EGFP	x	-0.23	x	-0.27
Dynein cargo inh nuclear GR-EGFP	x	0.68	x	0.36
Dynein cargo inh cell count	x	-1	x	0.79
HEK293 NOD2/NF-kB	19%	7%	-32%	-8%
